MBD2 inh – inhibitors of human MBD2 binding to methylated oligonucleotide | inhibition, % at 4.4 µM | TR-FRET | Q9UBB5 | 370,000 tested, 0.31% active | AID 686964; in the data active means inhibition above about 13%
ARFGAP1 inh – inhibitors of rat ARFGAP1; Q62848; Arfgap1-stimulated ARF1 GTP hydrolysis, GDP FP detection; inhibition, % at 16.5 µM; 360,000 tested, 0.26% active;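 active means inhibition above a per-plate limit, mean inhibition of low control wells plus 3 SD, cut at about 25% in these data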;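 further: 0% = DMSO wells with enzyme and 100% = wells lacking Arfgap1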
Target sequence (Q62848 1-136 limits assumed): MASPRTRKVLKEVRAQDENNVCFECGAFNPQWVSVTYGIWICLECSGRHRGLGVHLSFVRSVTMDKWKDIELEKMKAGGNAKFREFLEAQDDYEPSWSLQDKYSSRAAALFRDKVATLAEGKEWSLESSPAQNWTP
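Material – truncated rat Arfgap1 GAP domain · Buffer or medium – HEPES-based buffer, pH 7.5 · Reagent – human ARF1(Δ1-17)-GTP substrate · Dosing – 16.5 µM single point, 1.26% DMSO · Schedule – GTP hydrolysis reaction 2 h at 25 °C · Technique – GDP detection by fluorescence polarization · Benchmarks – No-Arfgap1 wells (100%) versus DMSO full-reaction wells (0%) · Repeats – single replicate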
DDE Tn6 FP inh – DD(E)-Tn6 binding inhibition, primary FP screen | P02675 | 370,000 tested, 0.21% active | inhibition, % at 8.3 µM | AID 720509 | Fibrin DD(E) TRITC-Tn6 fluorescence polarization displacement;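 active means inhibition above a per-campaign cutoff: mean of compounds within control limits plus 3 SD, cut at about 15% in these data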;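 further: 0% = median of all compound wells on the plate and 100% = blocking peptide control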
Target sequence (P02675 whole entry, looked up): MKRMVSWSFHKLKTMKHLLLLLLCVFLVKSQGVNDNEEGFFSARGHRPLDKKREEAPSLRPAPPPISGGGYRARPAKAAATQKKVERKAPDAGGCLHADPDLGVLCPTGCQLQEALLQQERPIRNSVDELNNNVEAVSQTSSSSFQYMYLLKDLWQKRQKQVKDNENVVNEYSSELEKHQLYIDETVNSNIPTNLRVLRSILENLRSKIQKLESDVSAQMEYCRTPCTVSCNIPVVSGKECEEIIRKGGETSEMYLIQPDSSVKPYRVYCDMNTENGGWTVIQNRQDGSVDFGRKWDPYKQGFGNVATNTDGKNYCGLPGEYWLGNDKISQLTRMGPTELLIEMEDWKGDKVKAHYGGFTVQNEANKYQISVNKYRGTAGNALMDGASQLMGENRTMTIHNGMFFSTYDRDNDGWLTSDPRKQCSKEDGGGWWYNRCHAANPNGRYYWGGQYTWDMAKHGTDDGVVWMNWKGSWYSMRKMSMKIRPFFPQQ
PLCg1 inh – blocks human PLC-gamma1 enzyme activity | 370,000 tested, 0.84% active | P19174 | inhibition, % at 12.2 µM | purified PLC-gamma1, fluorogenic substrate, fluorescence; in the data active means inhibition above about 9.5%
ADAM17 inh – ADAM17 inhibition, QFRET primary screen | P78536 | recombinant ADAM17, EDANS/DABCYL FRET peptide cleavage | inhibition, % at 6.95 µM | 370,000 tested, 0.83% active;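 active means inhibition above the mean of compounds lying between control limits plus 3 SD, set per campaign, cut at about 8.5% in these data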;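 further: 0% = DMSO-only wells as the low control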
UHRF1 binding – blocks human UHRF1 binding to methylated DNA | AID 687016 | 370,000 tested, 0.75% active | inhibition, % at 4.4 µM | UHRF1 binding to methylated oligo, TR-FRET | Q96T88; in the data active means inhibition above about 21%;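 further: UHRF1 SRA domain binding a hemimethylated CpG hairpin DNA probe; 0% = median of test compound wells and 100% = reference inhibitor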
DDE Tn7 FP inh – inhibitors of Tn7 peptide binding to human fibrin DD(E); P02675; FP displacement of FITC-Tn7 peptide from fibrin DD(E); 0% = median of compound wells per plate; inhibition, % at 8.3 µM; 370,000 tested, 0.13% active;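 active means inhibition above the mean of compounds falling within the control limits plus 3 SD of them, cut at about 14% in these data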;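 further: 0% = plate median of compound wells and 100% = 10 µM Aha-Tn7 peptide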
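assay system = human clot-derived fibrin DD(E) complex | quantity = Fibrin-DD(E) at 2 µM final | timing = 10 min preincubation, 3 h with tracer, room temperature | signal = fluorescence polarization | measure = percent inhibition | benchmarks = high control wells with 10 µM unlabelled Aha-Tn7 peptide (full inhibition) | replicates = singlicate testing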
PLCb3 inh – blocks human PLC-beta3 enzyme activity; Purified PLC-beta3, fluorogenic substrate, fluorescence; inhibition, % at 12.2 µM; 370,000 tested, 0.18% active; Q01970; in the data active means inhibition above about 11%;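 further: 0% = median of compound wells on plate and 100% = full blocker control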
ASAP1 inh – blocks human ASAP1-stimulated Arf1 GTP hydrolysis; AID 624377; 360,000 tested, 0.19% active; GDP FP detection; inhibition, % at 16.5 µM; in the data active means inhibition above about 25%;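 further: 0% = vehicle with enzyme and substrate and 100% = no enzyme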
Target sequence (Q9ULH1 325-724 limits assumed): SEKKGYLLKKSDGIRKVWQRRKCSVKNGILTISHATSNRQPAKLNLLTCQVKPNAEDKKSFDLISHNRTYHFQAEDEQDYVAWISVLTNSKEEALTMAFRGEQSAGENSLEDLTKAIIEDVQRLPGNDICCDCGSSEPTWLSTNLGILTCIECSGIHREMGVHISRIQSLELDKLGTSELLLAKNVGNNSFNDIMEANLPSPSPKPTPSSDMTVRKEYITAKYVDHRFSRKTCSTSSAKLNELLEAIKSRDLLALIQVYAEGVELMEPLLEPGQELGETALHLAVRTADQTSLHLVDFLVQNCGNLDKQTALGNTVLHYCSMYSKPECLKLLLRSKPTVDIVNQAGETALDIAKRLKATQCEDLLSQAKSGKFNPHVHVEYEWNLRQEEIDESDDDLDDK
KLK7 zymogen act – activators of human kallikrein-7 zymogen. purified proKLK7, EDANS-DABCYL substrate fluorescence; 100% is mature enzyme control, 0% vehicle. activation, % at 7 µM. 370,000 tested, 0.9% active. AID 652039;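 active means activation above the mean of all tested compounds plus 3 SD, computed per campaign excluding outliers beyond control limits, cut at about 13% in these data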
* = called active by the depositor; / = no result given.

SMILES	MBD2 inh	ARFGAP1 inh	DDE Tn6 FP inh	PLCg1 inh	ADAM17 inh	UHRF1 binding	DDE Tn7 FP inh	PLCb3 inh	ASAP1 inh	KLK7 zymogen act
CCOC(=O)[C@]12CCCCC/C=C\1N(Cc1ccc(OC)cc1)C(=O)[C@H]2CC(=O)N1CCSCC1	3	/	4	0	-2	2	9	1	/	0.4
CC1(C)CC(=O)C(CO)=C(c2cccc3ccccc23)C1=O	-7	-1	5	-8	2	-1	9	-8	-3	0.2
Oc1ccc(Cl)cc1CNc1nccs1	-5	4	4	5	1	-1	-4	-3	7	0.0
Cc1cc(C)cc(NC(=O)CN2C(=O)COc3ccc(S(=O)(=O)N4CCCC4)cc32)c1	1	4	-6	2	2	1	2	-8	-9	-0.2
Cn1cc(/C=C(\NC(=O)c2ccccc2)C(=O)NCCCN2CCOCC2)c2ccccc21	5	-2	-3	-1	-3	7	-1	-13	-6	-0.2
O=c1ccc(/C=C/c2ccccc2)nn1Cc1ccc(Cl)cc1Cl	-3	-2	-1	0	-1	-1	0	0	-5	0.1
Cc1ccccc1N1CCN(C2CCCN(C(=O)c3ccccn3)C2)CC1 (configuration not stated)	-4	2	-2	0	-3	-1	3	-3	-8	0.5
Cc1[nH]c2ccccc2c1CCN(Cc1cccs1)C(=O)Nc1cccc2c1OCO2	1	/	1	2	3	0	-5	0	/	0.0
CCc1ccc2n(-c3ccc(OC)cc3)c([S-])c(C(=O)Nc3cc(C)cc(C)c3)[n+]2c1	2	0	-4	-1	-4	-3	-3	-10	-14	-0.4
COc1ccc(CNC(=O)CSc2nnc(C(F)(F)F)n2C)cc1	0	29*	-3	1	1	0	-3	5	4	-0.6
CCOc1ccc(C(=O)NCC(=O)NNC(=O)CN(C)S(=O)(=O)c2ccc(Cl)cc2)cc1OCC	2	1	-3	-2	-3	-1	4	1	-3	-0.3
O=C(Nc1ccccc1N1CCN(C(=O)c2ccc(Cl)cc2)CC1)c1cc2ccccc2o1	5	8	-7	-1	-1	2	-3	-3	3	-0.8
CCn1cc(CN2CCC(C(=O)Nc3ccc(Oc4ccccc4F)cc3)CC2)c(C)n1	3	23	-2	0	-5	0	-2	-8	5	-1.0
Cc1ccc(N2C(=NC(=O)c3ccccc3)SC3CS(=O)(=O)CC32)cc1 (configuration not stated)	-6	-13	-3	-1	3	3	3	-17	3	0.5
CCOc1ccc(-n2c(C)cc(/C=N/Nc3nc(C)cc(=O)[nH]3)c2C)cc1	5	3	-13	-10	-2	5	-3	-27	14	-0.3
Cc1cccc(CN2CCN(CC(C)C)C(CCO)C2)n1 (configuration not stated)	-5	-13	4	0	-10	-2	1	-9	0	-0.8
Fc1cccc(F)c1CN1CCN(c2ncccn2)CC1	5	6	-5	5	-1	0	-8	7	-1	0.8
COC(=O)c1sc(S(=O)(=O)N2CC(C)OC(C)C2)c(C(=O)OC)c1C (configuration not stated)	-1	3	2	6	2	-1	-3	-4	5	0.7
N/C(=N\OC(=O)c1cccc(Br)c1)c1ccccc1	-6	-9	-3	4	2	-5	6	6	-5	-0.3
CN(CC1COc2ccccc2O1)C(=S)Nc1ccccc1 (configuration not stated)	3	8	6	0	1	-1	3	2	-4	0.1
Cc1c(N=Cc2cccnc2)c(=O)n(-c2ccccc2)n1C	0	-3	-1	0	-1	0	-6	1	-5	-0.3
COC(=O)c1ccc(CSc2nnc(NC(=O)C3CC(=O)N(Cc4ccc(C)cc4)C3)s2)cc1 (configuration not stated)	-4	5	1	-2	2	-3	5	-1	-3	0.1
COc1ccccc1OCC(=O)Nc1ccc(N2CCOCC2)cc1N1CCOCC1	-1	-4	-4	-8	-5	-1	0	-16	0	-0.4
CCOC(=O)N1CCN(CCC(=O)Nc2ccc(OC)cc2OC)CC1	2	-1	1	-1	-3	-3	-2	-1	4	0.5
COCCCNS(=O)(=O)c1ccccc1	4	1	-2	2	-1	7	-11	1	-4	0.1
SMILES	MBD2 inh	ARFGAP1 inh	DDE Tn6 FP inh	PLCg1 inh	ADAM17 inh	UHRF1 binding	DDE Tn7 FP inh	PLCb3 inh	ASAP1 inh	KLK7 zymogen act
O=S(=O)(c1ccc2c(c1)CCC2)N1CCNCC1	4	7	-1	5	-2	-3	-9	-8	3	0.3
CCn1c(/C=C\c2ccccc2C)nc2ccccc2c1=O	-3	10	3	-13	0	3	-2	-11	8	0.8
O=C(Cn1c(=O)oc2ccccc21)Nc1nc(-c2ccc(Br)cc2)cs1	3	0	-6	5	-1	1	0	2	0	-0.4
CC(C)NC(=O)c1ccccc1-c1nc(-c2ccccc2Cl)no1	-1	0	7	2	0	-2	3	1	1	0.4
Cn1[nH]c(=O)c2ccccc2c1=O	7	-10	-1	-11	-7	0	-4	-13	-3	-0.1
Cc1cccc(S(=O)(=O)Nc2ccc(-n3c(C)nc4ccccc4c3=O)cc2)c1	0	-1	1	-2	-2	0	0	-1	2	0.4
O=C(OC12CC3CC(CC(C3)C1)C2)c1ccc(NCc2cc(O)ccc2O)cc1	-4	7	-2	-2	9	-2	5	-2	-9	-0.9
CC(C)/C=C/C(=O)N1CCC(N2CCC(C(=O)NCC3CCCO3)CC2)CC1 (configuration not stated)	1	1	-6	-15	-7	0	0	-17	-5	-1.0
CCn1cc(CCC(=O)NC2CCCC2)c2ccccc21	-1	-4	1	-7	-2	13	6	-10	-6	0.5
CSCCC(NS(=O)(=O)c1ccc(Br)cc1)C(=O)OCC(=O)NC1CC1 (configuration not stated)	1	10	0	0	-2	-2	-4	-5	7	-0.4
COc1ccc2c(CC(=O)NC(Cc3ccc(Cl)cc3)C(=O)O)cc(=O)oc2c1C (configuration not stated)	-2	-7	-1	-99	-403	-1	2	-146	5	5.3
COc1ccc(NC(=O)Nc2cccc3c2O[C@H](CN(C)C(=O)Nc2ccccc2)[C@@H](C)CN([C@H](C)CO)C3=O)cc1	2	3	-3	5	-1	4	-4	1	20	0.7
Cc1cccc(OCCn2ccnc2)c1	-1	-3	-5	-1	-2	0	0	-1	-11	0.1
Cn1c(N)c(C(=O)CSc2nnc(C3CC3)n2Cc2ccccc2)c(=O)[nH]c1=O	1	15	6	-4	-2	-2	-1	-4	1	-0.5
CC(C)(C)C(=O)Nc1cccc(-c2nnc(-c3cccc(NC(=O)C(C)(C)C)c3)o2)c1	1	9	2	1	5	0	-4	2	0	-0.1
O=C(NNS(=O)(=O)c1ccc(F)cc1)C1CCN(S(=O)(=O)c2ccccc2)CC1	0	6	-2	1	-4	1	-1	-1	6	-0.8
O=C(CN1CCOCC1)N/N=C/c1ccc(-c2ccc(Br)cc2)o1	1	-7	-8	-7	-11	2	2	-13	3	-0.5
COC(=O)Cn1ccc(-c2ccc(Cl)cc2)c(C#N)c1=O	0	-6	3	-3	-7	6	-9	-16	3	0.6
CCN(C(=O)COC(=O)c1cc(OC)c(OC)cc1[N+](=O)[O-])C1CCS(=O)(=O)C1 (configuration not stated)	2	4	-3	0	-2	-2	-9	-4	-4	0.3
C=CCOc1ccccc1/C=N/NC(=O)Cc1ccc(C)cc1	6	0	-6	-1	0	-1	1	-10	4	0.1
O=C(NCc1ccc2c(c1)OCO2)c1ccc(CS(=O)(=O)Cc2cccc(Cl)c2)o1	1	13	-1	5	0	7	1	1	7	0.8
O=C(Nc1cccc(Cl)c1)c1ccc(S(=O)(=O)NCC2CCCO2)cc1 (configuration not stated)	-5	-13	-6	-1	1	0	9	-6	-7	0.0
Cc1ccc2c(c1)N(CC(=O)N1CCOCC1)C(=O)C(C)O2 (configuration not stated)	-4	-2	0	1	-1	-2	0	-1	-4	0.5
CCC1CN(C(=O)N2CCC(C(=O)NCCc3ccc(OC)c(OC)c3)CC2)c2ccccc2O1 (configuration not stated)	-6	-2	1	1	0	-1	-1	-6	5	0.4
O=C(NCc1ccccc1)/C(=C\c1ccccc1)NC(=O)c1ccco1	1	3	5	-5	-2	0	6	-12	-8	0.0
Cn1c(=O)c2c(nc(NCC3CCCO3)n2C)n(C)c1=O (configuration not stated)	-1	-7	1	-1	-6	1	2	2	6	0.5
CC(C)(C)c1nc(N2CCN(C(=O)c3ccco3)CC2)c2nnn(Cc3ccccc3)c2n1	-1	14	3	-14	-3	3	-6	-15	49*	-1.2
O=CN1CCCN(Cc2nc(Cc3ccccc3F)no2)CC1	2	1	-2	3	1	2	-12	3	-2	-0.1

3 compounds from above, sorted by their value in DDE Tn6 FP inh, smallest number first:
mol | MBD2 inh | ARFGAP1 inh | DDE Tn6 FP inh | PLCg1 inh | ADAM17 inh | UHRF1 binding | DDE Tn7 FP inh | PLCb3 inh | ASAP1 inh | KLK7 zymogen act
O=C(CN1CCOCC1)N/N=C/c1ccc(-c2ccc(Br)cc2)o1 | 1 | -7 | -8 | -7 | -11 | 2 | 2 | -13 | 3 | -0.5
Cn1[nH]c(=O)c2ccccc2c1=O | 7 | -10 | -1 | -11 | -7 | 0 | -4 | -13 | -3 | -0.1
CCOC(=O)N1CCN(CCC(=O)Nc2ccc(OC)cc2OC)CC1 | 2 | -1 | 1 | -1 | -3 | -3 | -2 | -1 | 4 | 0.5

Pulled by compound from the list above, 6 records:
SMILES	MBD2 inh	ARFGAP1 inh	DDE Tn6 FP inh	PLCg1 inh	ADAM17 inh	UHRF1 binding	DDE Tn7 FP inh	PLCb3 inh	ASAP1 inh	KLK7 zymogen act
COc1ccc(NC(=O)Nc2cccc3c2O[C@H](CN(C)C(=O)Nc2ccccc2)[C@@H](C)CN([C@H](C)CO)C3=O)cc1	2	3	-3	5	-1	4	-4	1	20	0.7
O=C(CN1CCOCC1)N/N=C/c1ccc(-c2ccc(Br)cc2)o1	1	-7	-8	-7	-11	2	2	-13	3	-0.5
Cc1cc(C)cc(NC(=O)CN2C(=O)COc3ccc(S(=O)(=O)N4CCCC4)cc32)c1	1	4	-6	2	2	1	2	-8	-9	-0.2
CC(C)NC(=O)c1ccccc1-c1nc(-c2ccccc2Cl)no1	-1	0	7	2	0	-2	3	1	1	0.4
CSCCC(NS(=O)(=O)c1ccc(Br)cc1)C(=O)OCC(=O)NC1CC1 (configuration not stated)	1	10	0	0	-2	-2	-4	-5	7	-0.4
O=C(OC12CC3CC(CC(C3)C1)C2)c1ccc(NCc2cc(O)ccc2O)cc1	-4	7	-2	-2	9	-2	5	-2	-9	-0.9

Screening results from PubChem BioAssay.

Compounds were not picked by outcome; any-hit rate near 4.1%.
